SKKanGAS inh: blocks kanamycin growth of S. pyogenes SKKanGAS strain. 1.3% of 300,000 active. AID 1662. inhibition, % at 7.5 µM. BacTiter-Glo, 6 h;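 active = mean replicate score, as percent of positive control median, at least 50; inconclusive = mean below 50 but one replicate at or above 50; inactive = mean and every replicate below 50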;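 note: strain carries kanamycin resistance gene driven by streptokinase promoter and grows in 40 µg/ml kanamycin; loss of luminescence reflects streptokinase promoter inhibition or plain growth inhibition; 0% = median of DMSO wells and 100% = positive control at its reference dose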
KCNQ1 pot: potentiates or activates the human KCNQ1 potassium channel; AID 2648; 0.35% of 310,000 active; CHO-K1 KCNQ1, thallium flux FluxOR fluorescence; stronger effect = higher value; P51787; B-score at 10 µM;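 active = fluorescence ratio B-score, a plate-corrected score, at least three library SD, with initial intensity B-score within 5 SD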
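System: Stable KCNQ1 CHO-K1 line | Incubation: 90 min dye loading and 20 min compound exposure, both at room temperature | Measure: Ratio B score | Medium: Assay buffer for compound exposure, DMSO matched across wells | Compound dosing: Single-concentration screen | Probe or stimulus: K+/Tl+ depolarizing stimulus | Measured by: Kinetic FluxOR fluorescence, 10 s baseline plus 110 s post-stimulus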
KCNK9 inh: inhibitors of human KCNK9 two-pore domain potassium channel. 1.2% of 310,000 active. HEK293 KCNK9, FluxOR thallium flux fluorescence; stronger effect = lower value. B-score at 10 µM;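 active = ratio B-score over 3 SD below the library mean, with starting fluorescence within 5 SD of its mean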;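 note: negative B-score means less thallium flux so channel inhibition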
KCNQ1 inh: blocks the human KCNQ1 potassium channel; B-score at 10 µM; CHO-K1 KCNQ1, FluxOR thallium flux fluorescence; stronger effect = higher value; 1.3% of 310,000 active; AID 2642;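 active = compounds whose thallium flux B-score, printed positive for inhibition, exceeds three library SD while starting fluorescence stays within three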;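 note: channel opened by potassium depolarization with thallium stimulus after 20 min compound exposure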
ANO1 block: inhibitors of mouse TMEM16A calcium-activated chloride channel; Q8BHY3; HEK293 TMEM16A/YFP iodide influx fluorescence, ionomycin; normalized B-score (activity score, 25-100; higher = stronger inhibition) at 10 µM; 1.2% of 310,000 active;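 active = ratio plate-corrected score three or more library SD toward inhibition, starting fluorescence score within five deviations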;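 note: score derived from kinetic fluorescence span divided by baseline fluorescence per well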
RGS4 pot: potentiators or activators of RGS4; HEK293 M3R/inducible RGS4, carbachol calcium flux Fluo4; stronger effect = lower value; B-score at 10 µM; 0.92% of 310,000 active;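 active = B-score of the integrated calcium signal more than 4 SD below the library mean, with starting fluorescence not abnormally high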;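 note: negative B-score means reduced calcium response which marks RGS4 activation or potentiation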
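Material: M3R-expressing HEK293 line, RGS4 induced by doxycycline | Schedule: Overnight RGS4 induction, 30 min dye load 37 °C, 20 min compound RT | Measured by: Fluo4 fluorescence kinetic imaging of calcium | Read-out: Integrated calcium ratio converted to B score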
KCNK3 block: human KCNK3 channel inhibition, primary screen; CHO-KCNK3 thallium flux, FluxOR fluorescence; stronger effect = lower value; B-score at 10 µM; 0.84% of 340,000 active;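 active = B-score under library mean minus 4 SD, starting fluorescence ratio at most library mean plus 5 SD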;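 note: more negative B-score means stronger inhibition of thallium flux through KCNK3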
ANO1 activ: mouse TMEM16A channel activation, primary screen. HEK293 TMEM16A/YFP-H148Q/I152L, iodide quench fluorescence; stronger effect = lower value. Q8BHY3. B-score at 10 µM. 0.3% of 340,000 active;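 active = fluorescence-ratio B-score plate-corrected deviation score at least 3 library SD below zero, with starting fluorescence score within 5 deviations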;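 note: channel opened by trigger with iodide after compound preincubation; score built on the fluorescence ratio of max minus min over baseline; more negative score means more quench and so TMEM16A activation or potentiation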
HDAC3 inh: inhibitors of human histone deacetylase 3. AID 2718. O15379. 0.15% of 320,000 active. inhibition, % at 8.3 µM. recombinant HDAC3, fluorogenic peptide/trypsin coupled, fluorescence; in the data active = inhibition above about 26%, passing the limit was not always enough; inconclusive = no clear call, values can overlap the other calls
hERG protect: shields human hERG channel from block by proarrhythmic agents; CHO-hERG, FluxOR thallium flux, dofetilide IC70 present; activation (rescue from dofetilide block), less the hit threshold, % at 10 µM; 0.51% of 310,000 active;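 active = activation above the mean of controls blocked by dofetilide plus 5 SD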;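 note: thallium influx through hERG after potassium depolarization seen as dye fluorescence rise; in these data hits start at about 4.7%; inactives centre near -7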
Target sequence (Q12809 whole entry, looked up): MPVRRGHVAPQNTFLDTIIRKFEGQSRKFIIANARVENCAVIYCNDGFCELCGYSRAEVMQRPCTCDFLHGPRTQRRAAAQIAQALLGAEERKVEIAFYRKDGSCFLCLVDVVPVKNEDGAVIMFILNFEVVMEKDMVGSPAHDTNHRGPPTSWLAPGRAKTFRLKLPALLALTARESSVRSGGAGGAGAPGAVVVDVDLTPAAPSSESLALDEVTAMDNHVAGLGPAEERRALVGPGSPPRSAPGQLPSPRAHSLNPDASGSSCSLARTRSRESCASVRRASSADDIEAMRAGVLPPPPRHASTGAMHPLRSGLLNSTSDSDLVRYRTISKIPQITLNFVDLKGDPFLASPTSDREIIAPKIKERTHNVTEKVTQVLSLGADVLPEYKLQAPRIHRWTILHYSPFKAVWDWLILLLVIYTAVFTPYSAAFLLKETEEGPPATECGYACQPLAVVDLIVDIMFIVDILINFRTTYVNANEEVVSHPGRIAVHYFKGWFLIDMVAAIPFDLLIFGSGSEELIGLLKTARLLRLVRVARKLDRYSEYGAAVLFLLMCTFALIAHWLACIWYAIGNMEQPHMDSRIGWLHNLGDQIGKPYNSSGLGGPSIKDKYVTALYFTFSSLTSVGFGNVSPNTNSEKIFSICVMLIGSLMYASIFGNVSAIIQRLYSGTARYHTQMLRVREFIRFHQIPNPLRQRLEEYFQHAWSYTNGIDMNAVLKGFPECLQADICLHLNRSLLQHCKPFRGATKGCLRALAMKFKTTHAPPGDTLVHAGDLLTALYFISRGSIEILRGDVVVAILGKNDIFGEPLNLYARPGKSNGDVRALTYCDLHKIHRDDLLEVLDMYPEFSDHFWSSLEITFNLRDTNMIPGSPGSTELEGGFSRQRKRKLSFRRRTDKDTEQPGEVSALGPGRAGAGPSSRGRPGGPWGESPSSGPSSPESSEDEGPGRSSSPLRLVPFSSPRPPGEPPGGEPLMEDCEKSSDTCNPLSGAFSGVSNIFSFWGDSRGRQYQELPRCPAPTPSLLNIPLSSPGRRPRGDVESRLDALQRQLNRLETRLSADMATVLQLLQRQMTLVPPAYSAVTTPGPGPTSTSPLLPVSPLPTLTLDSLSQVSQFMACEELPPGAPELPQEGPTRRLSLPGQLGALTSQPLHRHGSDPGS
RGS4 inh: human RGS4 inhibition; HEK293 M3R/RGS4 inducible, Fluo-4 calcium flux; stronger effect = higher value; triggered by carbachol at its EC20; B-score at 10 µM; 0.45% of 310,000 active; AID 463165;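 active = B-score, a plate-corrected calcium signal, over three deviations above library mean, with baseline fluorescence within five deviations of library mean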;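 note: RGS4 expression induced by doxycycline in cells with stable M3 receptor; B-score is computed from the integrated fluorescence ratio over baseline after carbachol; higher B-score means a larger calcium signal and so more RGS4 inhibition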
An asterisk follows results filed as active; i = inactive; ? = inconclusive; . = not tested or not shown.

Every second line gives: SKKanGAS inh	KCNQ1 pot	KCNK9 inh	KCNQ1 inh	ANO1 block	RGS4 pot	KCNK3 block	ANO1 activ	HDAC3 inh	hERG protect	RGS4 inh
- COc1ccc(/C=N/NC(=O)CNC(=O)c2ccncc2)cc1OC
  1	i	i	i	i	i	i	i	2	-5	i
- Cn1c(SCC(=O)NCc2ccc(F)cc2)nc2ccccc21
  -6	i	i	i	i	i	i	i	-4	-11	i
- c1ccn2c(SCc3cn4ccsc4n3)nnc2c1
  -4	i	i	i	i	i	i	i	1	-2	i
- O=C(Cc1ccccc1)Nc1ccc(C(=O)Nc2ccc(O)cc2)cc1
  2	i	i	i	i	i	i	i	3	-4	i
- CC(=O)Nc1ccc2c(c1)C(=O)N(C1CCCCC1)C2=O
  -2	i	i	i	i	i	i	i	9	-11	i
- CC(C)CC(=O)Nc1ccccc1N1CCN(C(=O)c2ccccc2)CC1
  14	i	i	i	i	i	i	i	-7	-3	i
- O=C1C=C(N2CCCCC2)c2ccccc2C1=O
  82*	i	i	i	i	i	i	i	-1	-3	i
- CCC(NC(=O)Cn1cnc2c(=O)n(C)c(=O)n(C)c21)c1ccccc1 (stereo not drawn)
  3	i	i	i	i	i	i	i	5	-13	i
- CCn1c(=O)c(C(=O)NCCc2ccccc2)c(O)c2ccccc21
  13	i	i	i	i	i	i	i	-1	-4	i
- CCn1c(SCC(=O)NC2CCCc3ccccc32)nnc1-c1ccncc1 (stereo not drawn)
  -8	i	i	i	i	i	i	i	5	-7	i
- COc1ccc2c(=O)cc(-c3cccnc3)oc2c1OC
  3	i	i	i	i	i	i	i	6	-3	i
- O=C(c1cc2c(ccc3ccccc32)o1)N1CCN(c2ncc(C(F)(F)F)cc2Cl)CC1
  27	i	i	i	i	i	i	i	-1	-9	i
- CCOc1ccc(-n2c(SCC(=O)Nc3ccccc3C)n[nH]c2=O)cc1
  5	i	i	i	i	i	i	i	1	-9	i
- CCc1ccc(-n2ccc(=O)c(C(=O)O)n2)cc1
  -2	i	i	i	i	i	i	i	10	1	i
- COc1ccc(/C=N/n2c(C)nc3ccccc3c2=O)cc1
  6	i	i	i	i	i	i	i	5	-4	i
- COC(=O)C1=CN(CC2CCCO2)C=C(C(=O)OC)C1c1cccc(O)c1 (stereo not drawn)
  -5	i	i	i	i	i	i	i	-59	-5	i
- CCCCn1c(=NC(=O)c2cccnc2)c(C(=O)OCC)cc2c(=O)n3ccccc3nc21
  22	i	i	i	.	i	i	i	.	-15	i
- C=CCN1C(=O)CSC1=Nc1ccc(O)cc1
  -3	i	i	i	i	i	i	i	0	-6	i
- Cc1cccc(CN2CCN(CC(=O)N3CCCC3)C2=O)c1
  2	i	i	i	i	i	i	i	3	-14	i
- CCCCOc1ccc(/C(O)=C2/C(=O)C(=O)N(CCN(C)C)C2c2ccc(O)c(OC)c2)cc1 (stereo not drawn)
  0	i	i	i	i	i	i	i	6	-1	i
- Oc1ccc2c(c1)C1CCCC1(N1CCOCC1)O2 (stereo not drawn)
  0	i	i	i	i	i	i	i	-16	-12	i
- CCC(=O)N1CCc2cc(S(=O)(=O)NCCC(=O)Nc3cc(C)cc(C)c3)ccc21
  -3	i	i	i	i	i	i	i	-5	-6	i
- Cc1cc(C(=O)COC(=O)c2ccc(N)c([N+](=O)[O-])c2)c(C)n1-c1ccc2c(c1)OCO2
  28	i	i	i	i	i	i	i	5	-7	i
- CCOCCn1c(CN2CCCCC2)nc2c1c(=O)n(C)c(=O)n2C
  -4	i	i	i	i	i	i	i	-7	-4	i
- O=C(NCCc1ccccc1)C1CCN(S(=O)(=O)c2ccc(-c3nn[nH]n3)cc2)CC1
  1	i	i	i	i	i	i	i	-5	-6	i
- COc1ccc(S(=O)(=O)N=C2C=C(C)C(=O)C(C)=C2)cc1
  10	i	i	i	i	i	i	i	5	-18	i
- COCCCNC(=S)N1CCCN(c2nc3cc(C)ccc3cc2C#N)CC1
  15	i	i	i	i	i	i	i	-19	-7	i
- Cc1ccc2c(CC(=O)OCC(=O)Nc3ccc(Cl)cn3)coc2c1
  2	i	i	i	i	i	i	i	11	-3	i
- Cn1c(CNc2ccccc2)cc(=O)n(C)c1=O
  .	i	i	i	i	i	i	i	-7	-8	i
- COc1cccc(-n2cn[nH]c2=S)c1
  -5	i	i	i	i	i	i	i	4	-2	i
- N#Cc1c(SCC(=O)O)nc(N2CCCCC2)c2c1CCCC2
  19	i	i	i	i	i	i	i	-3	-4	i
- Cc1cc(CN2CCC(n3nccc3NC(=O)c3ccccc3Cl)CC2)cc(C)c1O
  -10	i	i	i	i	i	i	i	6	-8	i
- COc1ccc(CCNC(=O)c2ccc3c(c2)OCO3)cc1
  -3	i	i	i	i	i	i	i	6	-3	i
- O=C(NC1(C(F)(F)F)NC(=O)N(C2CCCC2)C1=O)C1CC1 (stereo not drawn)
  -8	i	i	i	i	i	i	i	-1	-8	i
- COc1ccc(OC)c(-c2cc(C(=O)Nc3cc(C)on3)no2)c1
  -5	i	i	i	i	i	i	i	-5	-9	i
- CCOCCc1c(O)nc(SCCOc2ccc(C)c(C)c2)[nH]c1=O
  4	i	i	i	i	i	i	i	5	-5	i
- CCc1ccc(CN(C)C(=O)CCc2nnc(-c3ccc(-c4ccccc4)cc3)o2)nc1
  ?	i	i	i	i	i	i	i	-2	-22	i
- CC(C)=CCc1cc2c(=O)c3c(O)c4c(cc3oc2c(O)c1O)OC(C)C4(C)C (stereo not drawn)
  103*	i	i	6*	i	i	.	.	12	-25	i
- Cc1sc2c(c1C)c(=O)n(-c1ccccc1)c1nnc(C)n21
  -10	i	i	i	i	i	i	i	-1	4	i
- COc1ccccc1CNC(=O)CCS(=O)(=O)c1ccc2c(c1)CCN2C(C)=O
  -2	i	i	i	i	i	i	i	-5	-11	i
- CC(C)NC(=O)c1c(CSc2ccccc2)noc1C(=O)NCc1ccccc1
  8	i	i	i	i	i	i	i	3	-10	i
- Cc1ccc(-n2cc(CNCCc3cscn3)c(-c3ccc(F)cc3)n2)cc1
  7	i	i	i	i	i	i	i	10	-21	i
- CC(C)(C)C1CCC(OC(=O)c2cncc(Br)c2)CC1 (stereo not drawn)
  2	i	i	i	i	i	i	i	-13	-6	i
- Cc1nc(NC(=O)COC(=O)CCC(=O)c2cccs2)c(Cl)cc1Cl
  -13	i	i	i	i	i	i	i	-3	-2	i
- Cc1cc(C)nc(SCc2ccc(C(=O)N/N=C/c3cccnc3)cc2)n1
  -5	i	i	i	i	i	i	i	-4	0	i

3 entries already listed, arranged by molar mass, smallest number first.
Every second line gives: SKKanGAS inh	KCNQ1 pot	KCNK9 inh	KCNQ1 inh	ANO1 block	RGS4 pot	KCNK3 block	ANO1 activ	HDAC3 inh	hERG protect	RGS4 inh
- CC(C)(C)C1CCC(OC(=O)c2cncc(Br)c2)CC1 (stereo not drawn)
  2	i	i	i	i	i	i	i	-13	-6	i
- CCOCCc1c(O)nc(SCCOc2ccc(C)c(C)c2)[nH]c1=O
  4	i	i	i	i	i	i	i	5	-5	i
- CC(C)=CCc1cc2c(=O)c3c(O)c4c(cc3oc2c(O)c1O)OC(C)C4(C)C (stereo not drawn)
  103*	i	i	6*	i	i	.	.	12	-25	i

Other results:
Every second line gives: SKKanGAS inh	KCNQ1 pot	KCNK9 inh	KCNQ1 inh	ANO1 block	RGS4 pot	KCNK3 block	ANO1 activ	HDAC3 inh	hERG protect	RGS4 inh
- O=C(CCN1CCN(Cc2ccccc2)CC1)Nc1cccc(Cl)c1
  2	i	i	i	i	i	i	i	-10	-20	i
- c1ccc(CN(Cc2ccccc2)c2c3c(nc4ncnn24)CCC3)cc1
  2	i	i	i	i	i	i	i	-6	-5	i
- CCN(CC)CCCN(Cc1cc2cc3c(cc2[nH]c1=O)OCO3)C(=S)NCCCN(C)C
  2	i	i	i	i	i	i	i	0	-3	i
- O=C(O)CCCc1ccc2ccc3cccc4ccc1c2c34
  -10	i	i	i	i	i	i	i	-21	-2	i
- CN1C(=O)C2(Nc3ccccc3-c3nc4ccccc4n32)c2ccccc21 (stereo not drawn)
  -8	i	i	i	i	i	i	i	-6	-5	i

Entries above with an aryl thioether with sulfur outside any ring:
Every second line gives: SKKanGAS inh	KCNQ1 pot	KCNK9 inh	KCNQ1 inh	ANO1 block	RGS4 pot	KCNK3 block	ANO1 activ	HDAC3 inh	hERG protect	RGS4 inh
- Cn1c(SCC(=O)NCc2ccc(F)cc2)nc2ccccc21
  -6	i	i	i	i	i	i	i	-4	-11	i
- c1ccn2c(SCc3cn4ccsc4n3)nnc2c1
  -4	i	i	i	i	i	i	i	1	-2	i
- CCn1c(SCC(=O)NC2CCCc3ccccc32)nnc1-c1ccncc1 (stereo not drawn)
  -8	i	i	i	i	i	i	i	5	-7	i
- CCOc1ccc(-n2c(SCC(=O)Nc3ccccc3C)n[nH]c2=O)cc1
  5	i	i	i	i	i	i	i	1	-9	i
- N#Cc1c(SCC(=O)O)nc(N2CCCCC2)c2c1CCCC2
  19	i	i	i	i	i	i	i	-3	-4	i
- CCOCCc1c(O)nc(SCCOc2ccc(C)c(C)c2)[nH]c1=O
  4	i	i	i	i	i	i	i	5	-5	i
- CC(C)NC(=O)c1c(CSc2ccccc2)noc1C(=O)NCc1ccccc1
  8	i	i	i	i	i	i	i	3	-10	i
- Cc1cc(C)nc(SCc2ccc(C(=O)N/N=C/c3cccnc3)cc2)n1
  -5	i	i	i	i	i	i	i	-4	0	i

Assay outcomes: PubChem, several laboratories
